Screening results: PubChem, several laboratories
PfHsp90 set2: growth inhibition of PfHsp90-expressing yeast, primary screen, antimalarial PfHsp90 inhibitor project, S. cerevisiae, BacTiter-Glo luminescence, single point, set 2 | BacTiter-Glo ATP, 48 h; yeast lacking PDR1 and PDR3 efflux regulators | inhibition, % at 9.4 µM | 310,000 compounds, 0.32% hits | AID 504621, 2011;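 active = every replicate shows inhibition above about 80%, whatever the replicate mean, limit read from the data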;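 note: 0% = DMSO neutral controls and 100% = 20 µM radicicol positive controls; yeast relying on Plasmodium falciparum Hsp90 in place of its own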
Tat transport: E. coli Tat export inhibitors, primary screen, MC4100, TorA-mCherry reporter, fluorescence, single point; inhibition, % at 10 µM; 340,000 compounds, 0.036% hits; AID 488895, 2010;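 active = mean replicate inhibition at least 50% and at least half of replicates individually reaching 50%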;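 note: exported cargo escapes ClpAP degradation while cytoplasmic cargo is degraded and loses fluorescence; 0% = median of neutral control wells and 100% = median of NaSCN control wells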
PvdQ inh: P. aeruginosa PvdQ acylase inhibitors, primary screen, biochemical, fluorescence, plate reader and imaging, single point; PvdQ acylase [Pseudomonas aeruginosa LESB58]; inhibition, % at 10 µM; 340,000 compounds, 0.063% hits; purified PvdQ acylase; in the data active = inhibition above about 30%, passing the limit was not always enough;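 note: 0% = vehicle neutral wells and 100% = reference inhibitor wells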
DAGLB inhibitor: DAGLB lipase inhibitors, primary screen, biochemical, fluorescence, HTS; AID 504411, 2011; 340,000 compounds, 0.059% hits; Diacylglycerol lipase-beta (Homo sapiens), Q8NCG7; inhibition, % at 5.17 µM; HEK293T DAGLB membrane lysate, EnzChek fluorogenic substrate; in the data active = inhibition above about 34%;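 note: 0% = enzyme with vehicle and 100% = wells lacking enzyme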
Target sequence (Q8NCG7 whole entry, looked up): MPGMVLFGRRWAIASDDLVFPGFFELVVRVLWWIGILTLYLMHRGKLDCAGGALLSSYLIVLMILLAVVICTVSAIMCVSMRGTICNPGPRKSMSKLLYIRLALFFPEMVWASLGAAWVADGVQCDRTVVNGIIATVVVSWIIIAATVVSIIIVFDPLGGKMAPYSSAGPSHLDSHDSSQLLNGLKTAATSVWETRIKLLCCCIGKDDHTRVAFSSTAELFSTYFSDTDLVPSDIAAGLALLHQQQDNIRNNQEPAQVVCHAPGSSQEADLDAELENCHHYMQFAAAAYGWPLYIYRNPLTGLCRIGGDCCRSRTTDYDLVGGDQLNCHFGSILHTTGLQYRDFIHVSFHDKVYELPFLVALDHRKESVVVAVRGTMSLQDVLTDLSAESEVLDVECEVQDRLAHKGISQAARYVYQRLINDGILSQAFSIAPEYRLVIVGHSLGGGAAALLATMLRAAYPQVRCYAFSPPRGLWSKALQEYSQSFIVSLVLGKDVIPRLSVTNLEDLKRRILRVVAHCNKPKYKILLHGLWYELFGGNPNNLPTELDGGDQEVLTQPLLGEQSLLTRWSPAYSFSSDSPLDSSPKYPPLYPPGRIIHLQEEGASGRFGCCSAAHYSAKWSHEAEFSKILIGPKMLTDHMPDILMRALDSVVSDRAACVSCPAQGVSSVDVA
Wnt act: Wnt/beta-catenin pathway activators, primary screen, cell-based, plate reader, single point; Wnt/beta-catenin reporter cell assay, activator; activation, % at 9.35 µM; 300,000 compounds, 1.2% hits; in the data active = activation above about 30%, passing the limit was not always enough;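 note: 0% = neutral control wells and 100% = positive control wells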
Rtt109 Vps75: inhibitors of C. albicans Rtt109/Vps75 HAT, primary screen, biochemical, ThioGlo CoA-SH fluorescence, plate reader | inhibition, % at 34.9 µM | 330,000 compounds, 0.16% hits | Histone acetyltransferase RTT109 (Candida albicans (strain SC5314 / ATCC MYA-2876)), … | purified Rtt109/Vps75, 4 h;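 active = inhibition of at least 50% in every replicate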
Target sequence (Q5AAJ8 whole entry, looked up): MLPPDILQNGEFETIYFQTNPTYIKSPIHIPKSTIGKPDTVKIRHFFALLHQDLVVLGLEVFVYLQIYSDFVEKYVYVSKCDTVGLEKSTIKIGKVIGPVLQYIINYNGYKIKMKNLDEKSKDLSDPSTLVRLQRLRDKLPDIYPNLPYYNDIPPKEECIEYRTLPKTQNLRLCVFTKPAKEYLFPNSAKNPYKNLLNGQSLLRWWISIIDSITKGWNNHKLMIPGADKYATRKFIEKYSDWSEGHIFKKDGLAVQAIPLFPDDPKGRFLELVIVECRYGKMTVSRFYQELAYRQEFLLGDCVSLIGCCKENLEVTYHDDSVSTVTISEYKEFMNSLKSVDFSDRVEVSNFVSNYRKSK
Ecoli viability: E. coli V3065 growth inhibition, primary screen, counter-screen for AddAB inhibitor project, absorbance, OD600. 18 h. inhibition, % at 11.9 µM. 330,000 compounds, 0.27% hits;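 active = inhibition above the campaign's mean inhibition across all tested compounds plus 3 SD, cut at about 9.9% in these data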;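 note: uninfected addAB+ strain grown without phage in ampicillin broth; 0% = DMSO wells and 100% = ciprofloxacin 0.95 µg/ml wells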
AddAB inh: growth inhibition of E. coli expressing H. pylori AddAB, primary screen, AddAB inhibitor project, absorbance | inhibition, % at 11.9 µM | 330,000 compounds, 0.29% hits | AID 435030, 2010; in the data active = inhibition above about 12%;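 note: 0% = vehicle wells of infected cells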
CAL PDZ FP: CAL PDZ peptide-binding inhibitors, primary screen, biochemical, fluorescence polarization, Cer-tagged CAL PDZ, HTS | purified CAL PDZ, TMR-peptide fluorescence polarization, 1 h | Golgi-associated PDZ and coiled-coil motif-containing protein (Homo sapiens), Q9HD26 | 330,000 compounds, 0.02% hits | inhibition, % at 20 µM;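 active = highest replicate inhibition of at least 40%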;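 note: plate controls were DMSO neutral control wells for no effect and unlabeled competitor peptide control wells for full effect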
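Test system: tagged CAL PDZ domain / Buffer or medium: sodium phosphate/NaCl buffer pH 7.4 with TCEP, IgG, Thesit / Reagent: TMR-labelled reporter peptide T*-PRC34 bound in PDZ groove / Compound dosing: single point, 20 µM / Schedule: 1 h incubation at room temperature before polarization reading / Technique: fluorescence polarization (mP) / Benchmarks: unlabelled peptide, DMSO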
phage Ecoli inh: growth loss of phage-infected E. coli, primary screen, RecBCD inhibitor project, absorbance, with phage, HTS | inhibition, % at 11.9 µM | 360,000 compounds, 0.26% hits | AID 651602, 2012; in the data active = inhibition above about 11%
* = called active by the depositor; / = no result given.

SMILES | PfHsp90 set2 | Tat transport | PvdQ inh | DAGLB inhibitor | Wnt act | Rtt109 Vps75 | Ecoli viability | AddAB inh | CAL PDZ FP | phage Ecoli inh
c1ccc2c(c1)Oc1ccccc1S2 | -6 | -10 | -9 | -4 | 1 | -1 | 1.4 | 4.4 | -0.8 | 1.4
CCNC(=O)CC1SC(=Nc2ccc(C)cc2)N(CC)C1=O (configuration not stated) | 0 | -6 | -12 | -1 | 0 | -4 | -2.0 | -0.1 | -1.3 | 3.1
COc1ccc(-c2ccc3c(c2)C2CC3CCN2C(=O)C(C)(C)C)cc1 (configuration not stated) | -10 | 11 | -2 | -3 | 13 | -2 | / | / | -1.1 | 2.6
CCN(CC(=O)Nc1ccc2c(c1)OCCO2)Cc1cc(=O)n2ccsc2n1 | 17 | -8 | -11 | 1 | -1 | 0 | 1.4 | 0.2 | 0.1 | 2.2
CC(C)[C@H](NC(=O)[C@H](Cc1ccccc1)n1c(=O)[nH]c2ccccc2c1=O)C(=O)N[C@@H](Cc1ccccc1)C(=O)O | -14 | 0 | -6 | 1 | -1 | -13 | -1.8 | 1.3 | -0.6 | -0.7
Fc1ccc(CNC(=S)Nc2ccc(Cl)cc2)cc1 | 25 | -2 | -10 | -3 | / | -2 | 7.8 | 8.4 | 0.2 | 12*
O=C(Nc1csnn1)c1csnn1 | 4 | 5 | -16 | -1 | -2 | 4 | -1.7 | -1.5 | 0.0 | -2.2
CCCCN(C)CC(O)Cn1cc(/C=C/C(=O)c2cccs2)c2ccccc21 (configuration not stated) | -72 | 2 | -12 | -3 | / | 15 | -1.6 | 3.4 | -0.2 | /
Cc1ccc(-n2nc3c(=S)[nH]nc(C)c3c2C)cc1 | -3 | -2 | -5 | 0 | -5 | -1 | 0.3 | -1.3 | 0.0 | 3.6
CN(C)S(=O)(=O)N(Cc1ccc(Br)cc1)c1ccccc1 | -9 | 9 | -19 | -4 | / | 1 | -0.9 | 1.4 | / | 3.6
O=C1CCCCCN1Sc1ccccc1 | -60 | 9 | -12 | -4 | -2 | 3 | -1.9 | 3.2 | 0.6 | 0.3
CC(c1ccco1)N(C(=O)COc1ccc(Cl)cc1Cl)c1ccccn1 (configuration not stated) | 0 | 3 | -11 | -2 | 18 | 7 | -1.7 | 0.4 | 0.1 | 3.6
CCC(OC(=O)CN1C(=O)C(=O)c2ccccc21)C(=O)Nc1ccc(S(N)(=O)=O)cc1 (configuration not stated) | -11 | 8 | -16 | -2 | -1 | 1 | -0.6 | -1.3 | -0.3 | 3.0
COc1cc(NC(=O)CN(c2ccc(C)cc2)S(=O)(=O)c2c(C)n[nH]c2C)cc(OC)c1 | -5 | 7 | -16 | -2 | / | 11 | 1.4 | 2.1 | -2.3 | 0.5
CC(C)(C)NC(=O)C(c1ccc(F)cc1)N(C(=O)CCC(=O)Nc1ccccn1)C1CCCC1 (configuration not stated) | 1 | 8 | -6 | -4 | 2 | 14 | -2.5 | 2.2 | 0.2 | 2.4
COc1cc(Br)c(CNc2cc(C)ccc2C)cc1OC | 6 | 4 | -10 | -2 | -2 | -3 | -0.3 | -1.9 | -0.2 | -2.7
Cc1ccc(O)c(-c2cc(-c3ccccc3F)[nH]n2)c1 | 10 | 8 | -9 | -2 | / | -11 | 1.6 | 1.8 | -3.7 | 0.8
O=C(CN(c1ccccc1)S(=O)(=O)c1ccccc1[N+](=O)[O-])Nc1ccccc1C(=O)N1CCOCC1 | 21 | 7 | -17 | 2 | -1 | 1 | -0.7 | 1.6 | 0.9 | 1.8
CC(=O)c1c(C(=O)O)c2ccccc2[nH]c1=O | 2 | 4 | -18 | -6 | 0 | -37 | 1.5 | -0.8 | -2.1 | 1.5
Cc1ccc(S(=O)(=O)N2CCCCC2)cc1C(=O)NCCC1=CCCCC1 | 10 | -7 | -8 | 1 | -1 | / | -1.1 | -1.0 | 0.5 | -0.5

Sorted by count of non-hydrogen atoms (rising): some entries from above.
SMILES | PfHsp90 set2 | Tat transport | PvdQ inh | DAGLB inhibitor | Wnt act | Rtt109 Vps75 | Ecoli viability | AddAB inh | CAL PDZ FP | phage Ecoli inh
CC(=O)c1c(C(=O)O)c2ccccc2[nH]c1=O | 2 | 4 | -18 | -6 | 0 | -37 | 1.5 | -0.8 | -2.1 | 1.5
CCC(OC(=O)CN1C(=O)C(=O)c2ccccc21)C(=O)Nc1ccc(S(N)(=O)=O)cc1 (configuration not stated) | -11 | 8 | -16 | -2 | -1 | 1 | -0.6 | -1.3 | -0.3 | 3.0
COc1cc(NC(=O)CN(c2ccc(C)cc2)S(=O)(=O)c2c(C)n[nH]c2C)cc(OC)c1 | -5 | 7 | -16 | -2 | / | 11 | 1.4 | 2.1 | -2.3 | 0.5
CC(C)(C)NC(=O)C(c1ccc(F)cc1)N(C(=O)CCC(=O)Nc1ccccn1)C1CCCC1 (configuration not stated) | 1 | 8 | -6 | -4 | 2 | 14 | -2.5 | 2.2 | 0.2 | 2.4
O=C(CN(c1ccccc1)S(=O)(=O)c1ccccc1[N+](=O)[O-])Nc1ccccc1C(=O)N1CCOCC1 | 21 | 7 | -17 | 2 | -1 | 1 | -0.7 | 1.6 | 0.9 | 1.8

(list continues)
SMILES | PfHsp90 set2 | Tat transport | PvdQ inh | DAGLB inhibitor | Wnt act | Rtt109 Vps75 | Ecoli viability | AddAB inh | CAL PDZ FP | phage Ecoli inh
O=C1CC(c2ccccc2)Cc2nc(NCc3ccco3)ncc21 (configuration not stated) | 14 | -2 | 3 | -3 | / | -5 | 1.3 | 1.9 | -2.9 | 1.3
COc1ccc(-n2cc3ccc([N+](=O)[O-])cc3n2)cc1 | 15 | 10 | -5 | 2 | 41* | -8 | 1.7 | 0.4 | 1.0 | -2.2
CCCN1C(=O)/C(=C/c2nc3ccccc3c(=O)[nH]2)c2cc(C)ccc21 | -3 | 0 | -5 | 0 | -12 | 6 | -1.3 | 1.9 | 0.2 | 2.2
N#Cc1ccc(-c2ccc(OCC(=O)NCCCN3CCCC3=O)cc2)cc1 | -38 | 4 | -4 | -1 | -1 | -6 | 3.3 | 1.6 | -0.8 | 2.9
Cc1ccc(S(=O)(=O)N(C)CCCC(=O)Nc2cc(C)ccc2C)cc1 | 1 | 6 | 11 | -3 | 0 | 9 | -2.0 | -0.4 | 0.1 | 2.7
C/C(=N/NC(=O)c1ccn(C)n1)c1ccncc1 | / | / | / | / | 0 | / | 0.4 | 0.0 | / | 1.1
O=C(NCc1cccnc1)c1ccc(CS(=O)(=O)c2ccc(Br)cc2)o1 | -6 | 5 | -9 | 0 | 1 | -3 | -2.2 | 0.5 | -0.6 | 3.5
CN(CC(=O)Nc1ccc(Cl)c(C(F)(F)F)c1)C(=O)c1cn2ccccc2n1 | 7 | -2 | -11 | 2 | -1 | 0 | 2.1 | -0.8 | -1.2 | 7.0
CC(=O)n1cc([C@H]2C=C(C(=O)O)O[C@@H](OCCCCO)C2)c2ccccc21 | -19 | 4 | -2 | 3 | -1 | 1 | -1.6 | 2.7 | -0.8 | 0.8
COc1ccc(NC(=O)CCC(=O)c2cccs2)c(OC)c1 | 25 | -1 | -6 | 2 | / | -4 | -3.6 | 3.1 | -4.1 | /
Cc1c(Br)c([N+](=O)[O-])nn1CC(=O)Nc1ccccn1 | 3 | 4 | -3 | 0 | 1 | 9 | 3.2 | 2.2 | -3.0 | 0.2
CC[C@]1(c2ccccc2)C(=O)N(C(=O)OC)N1C(=O)OC | -7 | -1 | 17 | -3 | -1 | -1 | -4.0 | -0.3 | -2.4 | 0.9
O=P1(Nn2cnnc2)C=C(c2ccccc2)OC(c2ccccc2)=C1 | / | 2 | -8 | -1 | / | -1 | -1.2 | 1.5 | -2.4 | 0.5
Cc1ccc(S(=O)(=O)C2(C(=O)NC3CCCCC3C)CC2)cc1 (configuration not stated) | 10 | 2 | -6 | 0 | -3 | -2 | 0.3 | 0.8 | 0.4 | 1.4
Cc1cc(=O)oc2c3c(cc(OCC(=O)N4CCC(C(=O)O)CC4)c12)OC(C)(C)CC3 | 4 | -6 | -11 | -4 | -1 | -27 | -2.8 | 3.2 | 1.6 | 3.1
CSc1nnc(NC(=O)c2cccc(S(=O)(=O)N3CCOCC3)c2)s1 | -26 | -8 | -7 | 2 | 4 | 1 | 1.8 | -1.5 | -3.4 | -0.9
CC(=O)Nc1ccc(N2S(=O)(=O)c3ccccc3S2(=O)=O)cc1 | -21 | -8 | -7 | -1 | -3 | 0 | 0.2 | 3.8 | / | 0.2
COc1ccc(CN2CCN(c3ccccc3OC)CC2)c(OC)c1 | -15 | -3 | -5 | -2 | -1 | -7 | -1.6 | 1.0 | -1.0 | 0.9
O=C(NCC1CCCO1)c1ccccc1-c1nc(-c2ccccc2)no1 (configuration not stated) | 13 | -1 | 5 | -12 | 2 | 26 | 1.9 | 3.7 | -0.8 | 1.7
CCOC(=O)N1CCN(C(=O)c2cccc(S(=O)(=O)Nc3ccc(OC)cc3)c2)CC1 | / | 4 | -14 | 1 | 2 | -1 | -0.8 | 1.0 | 0.2 | 0.2
N#Cc1ccc(C(=O)OCC(=O)NC(=O)NC2CCCCC2)cc1 | -5 | -3 | -8 | 1 | -2 | 8 | -2.0 | 0.9 | -1.6 | 2.7
COC(=O)c1c(-c2ccccc2)csc1N1C(=O)Nc2ccccc2N1O | -13 | 4 | 2 | 1 | / | 3 | -0.9 | 1.5 | -2.3 | 1.7
CC1Cc2nc(SCC(=O)Nc3ccccc3F)n(C)c(=O)c2S1 (configuration not stated) | -26 | -3 | -10 | 1 | -3 | -11 | 0.8 | 1.3 | -0.8 | 1.1
Cc1ccc(-c2c[n+](CC(=O)c3cccs3)c3n2CCC3)cc1 | -9 | 1 | -15 | 1 | -4 | 0 | -0.8 | 1.1 | -1.1 | -1.5
CN1/C(=C/C(=O)C2CC2)C(C)(C)c2ccccc21 | 4 | 4 | -19 | -3 | 0 | 5 | 3.8 | 4.0 | -2.4 | 2.0
Oc1ccc(/C=N/Nc2nc(-c3cccnc3)nc3ccccc23)c(O)c1 | 18 | 2 | -11 | 1 | 1 | -4 | -0.6 | 1.6 | 0.5 | 0.4
CCOC(=O)c1c(NC(=O)c2nn(CC)cc2Br)c(C#N)nn1-c1ccccc1 | / | 6 | -11 | -9 | / | 3 | 0.6 | 0.8 | / | 2.1
COc1ccc(/C=C/C(=O)OCC(=O)Nc2ncc(Cl)cc2Cl)cc1 | 4 | -1 | -3 | -1 | -4 | 3 | -3.5 | 1.9 | -0.1 | -0.9
O=C(Nc1ccccc1C(=O)O)c1cccc(NC(=O)c2ccco2)c1 | 3 | -6 | -3 | 1 | 3 | -5 | -2.3 | 0.7 | -2.2 | 1.1
CC(C)N1C/C(=C/c2cccnc2)C(=O)/C(=C/c2cccnc2)C1 | 16 | -9 | -11 | 0 | 5 | -3 | / | / | 0.2 | 1.7
O=C(C(=Cc1ccccc1)CN1CCCCC1)c1ccccc1 | -21 | -16 | -14 | -1 | -6 | 8 | / | / | -0.7 | -0.2
CCN(CC(=O)Nc1ccccc1OC)Cc1csc(CC(=O)Nc2ccc(C)cc2)n1 | / | 6 | -3 | -4 | -3 | -1 | -1.8 | -2.3 | -0.4 | -0.5
